High-throughput results as filed in PubChem BioAssay.
PfHsp90 set2: growth inhibition of PfHsp90-expressing yeast, primary screen, antimalarial PfHsp90 inhibitor project, S. cerevisiae, BacTiter-Glo luminescence, single point, set 2; BacTiter-Glo ATP, 48 h; yeast lacking PDR1 and PDR3 efflux regulators; inhibition, % at 9.4 µM; hit rate 0.32% among 310,000; AID 504621, 2011;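 active means every replicate shows inhibition above about 80%, whatever the replicate mean, limit read from the data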;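 further: 0% = DMSO neutral controls and 100% = 20 µM radicicol positive controls; yeast relying on Plasmodium falciparum Hsp90 in place of its own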
CDK5 inh: inhibitors of human CDK5/p35 kinase, primary screen, biochemical, single concentration; AID 488839, 2010; Recombinant CDK5/p35, ADP-Glo luminescence, 60 min; hit rate 0.01% among 330,000; Cyclin-dependent kinase 5 (Homo sapiens) + Cyclin-dependent kinase 5 activator 1 (Homo …; inhibition, % at 10 µM;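 active means highest replicate inhibition of at least 50% and at least 75% of replicates reaching 50%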;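 further: plate controls were DMSO neutral control for no effect and GW8510 at 10 µM for full effect; many of its hits are not listed in these tables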
Target sequence (Q00535 whole entry, looked up): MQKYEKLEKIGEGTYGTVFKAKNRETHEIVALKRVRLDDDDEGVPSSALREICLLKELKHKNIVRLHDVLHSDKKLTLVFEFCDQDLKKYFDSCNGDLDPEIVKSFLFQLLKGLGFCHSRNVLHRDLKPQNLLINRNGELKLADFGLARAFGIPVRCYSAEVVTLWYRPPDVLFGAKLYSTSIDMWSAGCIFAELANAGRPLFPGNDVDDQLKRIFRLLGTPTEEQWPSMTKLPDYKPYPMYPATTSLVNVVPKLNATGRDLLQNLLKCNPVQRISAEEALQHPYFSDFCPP
Target sequence (Q15078 whole entry, looked up): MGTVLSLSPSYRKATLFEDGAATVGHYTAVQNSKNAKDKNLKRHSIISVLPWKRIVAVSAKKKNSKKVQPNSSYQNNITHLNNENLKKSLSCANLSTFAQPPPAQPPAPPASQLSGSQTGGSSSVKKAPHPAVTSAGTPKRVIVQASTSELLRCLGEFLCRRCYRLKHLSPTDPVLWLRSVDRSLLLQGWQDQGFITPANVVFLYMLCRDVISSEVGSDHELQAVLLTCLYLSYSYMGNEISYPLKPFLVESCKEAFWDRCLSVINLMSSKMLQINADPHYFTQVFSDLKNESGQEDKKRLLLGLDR
NSD2 inh: NSD2 histone methyltransferase inhibitors, primary screen, biochemical, AlphaScreen, single concentration, set 2 | Histone-lysine N-methyltransferase NSD2 (Homo sapiens), O96028 | NSD2 peptide methylation, 120 min | inhibition, % at 12.5 µM | hit rate 0.54% among 310,000 | AID 743445, 2014; in the data active means inhibition above about 50%
LANA DNA inh: inhibitors of KSHV C-LANA binding to DNA, primary screen, biochemical, fluorescence polarization, FAM-LBS DNA, MBP-C-LANA, single point; hit rate 0.078% among 340,000; inhibition, % at 9 µM; AID 504423, 2011;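 active means highest replicate inhibition at or above 60% at 9 µM, even if other replicates fall short; inactive means all replicates below 60% inhibition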;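 further: 0% = neutral control wells and 100% = 4 µM acridine orange control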
dFosB activator: activators of delta FosB homodimer, primary screen, biochemical, fluorescence polarization, TAMRA-CDK5 oligo, single point; purified delta FosB; percent of positive-control signal above neutral wells; activation, % at 25 µM; hit rate 0.99% among 340,000; AID 493131, 2011;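 active means mean activation above about 17%, with every replicate also reaching it, limit read from the data, passing the limit was not always enough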;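 further: fluorescence polarization rise as delta FosB binds a TAMRA Cdk5 AP-1 oligo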
SUMO Mot1 rescue: yeast Mot1-301 growth rescue at high temperature, primary screen, SUMOylation pathway inhibitor project, S. cerevisiae, ATP luminescence, 38.5C. S. cerevisiae Mot1-301 growth rescue; percent above DMSO median, 100 means doubled. growth rescue, % at 18.8 µM. hit rate 1% among 320,000. AID 2716, 2010;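 active means every valid replicate shows activation above 250% relative to neutral control wells; inactive means the rest, any valid replicate at or below 250%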;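 further: OY570 slx delta 5 strain wells were the positive control but not used for scaling; some compounds called inactive have numbers as strong as hits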
PvdQ acylase: P. aeruginosa PvdQ acylase inhibitors, primary screen, biochemical, fluorescence, plate reader and imaging, single point; purified PvdQ acylase; inhibition, % at 10 µM; hit rate 0.063% among 340,000; AID 488965, 2010; in the data active means inhibition above about 30%, passing the limit was not always enough;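 further: 0% = vehicle neutral wells and 100% = reference inhibitor wells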
Rtt109 HAT inh: inhibitors of C. albicans Rtt109/Vps75 HAT, primary screen, biochemical, ThioGlo CoA-SH fluorescence, plate reader. Histone acetyltransferase RTT109 (Candida albicans (strain SC5314 / ATCC MYA-2876)), …. hit rate 0.16% among 330,000. purified Rtt109/Vps75, 4 h. inhibition, % at 34.9 µM;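 active means inhibition of at least 50% in every replicate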
Target sequence (Q5AAJ8 whole entry, looked up): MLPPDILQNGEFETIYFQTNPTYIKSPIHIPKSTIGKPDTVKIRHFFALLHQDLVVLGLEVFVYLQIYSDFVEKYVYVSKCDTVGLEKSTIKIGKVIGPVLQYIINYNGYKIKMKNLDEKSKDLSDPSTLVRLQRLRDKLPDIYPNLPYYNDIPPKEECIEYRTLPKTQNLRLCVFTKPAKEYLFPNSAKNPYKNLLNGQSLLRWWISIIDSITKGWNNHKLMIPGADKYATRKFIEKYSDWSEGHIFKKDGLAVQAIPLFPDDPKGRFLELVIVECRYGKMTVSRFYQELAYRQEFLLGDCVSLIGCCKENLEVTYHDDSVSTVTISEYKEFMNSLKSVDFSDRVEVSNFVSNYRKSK
Keap1 Nrf2 FP: Keap1-Nrf2 protein-protein interaction inhibitors, primary screen, biochemical, fluorescence polarization, single point | inhibition, % at 9.4 µM | hit rate 0.15% among 340,000 | Keap1 Kelch-Nrf2 peptide fluorescence polarization, 1536-well | Kelch-like ECH-associated protein 1 (Homo sapiens), Q14145 | AID 504523, 2011; in the data active means inhibition above about 12%;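 further: human Keap1 Kelch domain with fluorescein labeled Nrf2 9mer peptide probe; 0% = neutral control wells and 100% = peptide positive control; higher means more block of Keap1 binding to Nrf2 peptide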
RTF Ca sens act: cardiac RTF calcium sensitivity activators, primary screen, biochemical, IANBD-TnC fluorescence, EC20 calcium | AID 493008, 2010 | IANBD-labeled TnC RTF fluorescence at EC20 calcium; 0% EC20 calcium, 100% full calcium | activation, % at 7.2 µM | Troponin I, cardiac muscle (Homo sapiens) + Troponin T, cardiac muscle (Homo sapiens) + … | hit rate 0.24% among 340,000;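 active means activation above the mean over all tested compounds plus 3 SD, cut at about 30% in these data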;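 further: rise in fluorescence read as greater calcium sensitivity of cardiac thin filaments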
Cardiac RTF inh: cardiac RTF calcium sensitivity inhibitors, primary screen, biochemical, IANBD-TnC fluorescence, EC70 calcium. Troponin I, cardiac muscle (Homo sapiens) + Troponin T, cardiac muscle (Homo sapiens) + …. IANBD-labeled cardiac RTF, Ca2+ fluorescence. inhibition, % at 7.15 µM. hit rate 0.12% among 340,000;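 active means inhibition above the mean inhibition of all tested compounds plus 3 SD, cut at about 17% in these data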;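 further: assay run at fixed EC70 calcium of 1.6 mM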
Numbers without * were called inactive; . = not tested or not shown.

SMILES	PfHsp90 set2	CDK5 inh	NSD2 inh	LANA DNA inh	dFosB activator	SUMO Mot1 rescue	PvdQ acylase	Rtt109 HAT inh	Keap1 Nrf2 FP	RTF Ca sens act	Cardiac RTF inh
CN(CC1CCCO1)S(=O)(=O)c1ccc(C(=O)Nc2nccs2)cc1 (centres undefined)	6	0.6	2	1.9	-4	-20	6	-10	1	3	0
Cc1c(C(=O)NCCCN2CCCC2=O)oc2c(Cl)cccc12	-29	2.3	-1	-0.8	-12	377	-12	-2	-1	5	4
COc1cc(NC(N)=S)c(OC)cc1Cl	-2	0.5	-2	-2.3	2	-4	-3	-3	0	2	-2
CC(=O)c1c(C)[nH]c(C(=O)Nc2cccc(C#N)c2)c1C	-35	-1.3	1	0.5	-19	-4	-14	-1	-3	0	2
C(=N/n1c2ccccc2c2ccccc21)/c1ccco1	-73	-1.0	2	-0.1	6	0	-9	1	-1	-7	1
O=C(NCCN1C(=O)S/C(=C/c2ccccc2)C1=O)C1CCCN1C(=O)c1cccs1 (centres undefined)	19	0.6	0	1.8	-3	6	-15	4	1	1	8
Cc1ccccc1-c1nc(CS(=O)CC(=O)NCCc2ccc(Cl)cc2)c(C)o1 (centres undefined)	3	-1.5	2	0.0	-9	19	-3	-3	-4	-8	-9
O=C(CSc1ccccn1)Nc1cccc([N+](=O)[O-])c1	25	-0.1	.	0.3	-4	0	10	1	-6	7	-18
OCCNc1nc(Nc2ccccc2OC(F)(F)F)nc(N2CCCC2)n1	5	2.2	.	-3.7	5	-3	-12	-5	-3	0	-4
O=Nc1onc(-c2ccc([N+](=O)[O-])cc2)c1NO	-39	-0.8	3	0.7	4	.	12	1	-5	-1	-1
Cc1nn(Cc2c(Cl)cccc2Cl)c(C)c1NC(=O)CCCn1nc([N+](=O)[O-])c(Cl)c1C	7	0.3	0	2.2	-6	-1	9	-3	4	-4	3
CN(C)CCCN(C(=O)c1ccc(S(=O)(=O)N(C)C2CCCCC2)cc1)c1nc2ccc(Br)cc2s1	-9	3.0	4	-0.5	22*	1	3	22	2	1	1
Cn1nc(C(F)(F)F)c(/C=N/OC(=O)c2ccccc2)c1SCc1ccc(Cl)cc1	5	-3.9	2	-1.6	-2	-1	-11	-4	1	2	-10
CN(C)CCCNC(=O)C[C@H]1C[C@H](C(=O)N2CCOCC2)[C@@]2(CCC3CCCC3)c3[nH]c4cc(-c5ccco5)ccc4c3CCN2C1=O	39	-6.8	.	-6.0	-17	.	-9	8	-4	0	0
CCCC(=O)Nc1cc(C)c(NC(=O)c2cccs2)cn1	22	0.0	-3	1.3	-6	1	-2	-4	0	-2	2
O=C(Nc1ccc(S(=O)(=O)N2CCCCC2)cc1)c1ccc(=O)[nH]c1	.	-0.8	-1	-1.9	-4	.	6	7	-1	-6	9
CN(CC(=O)Nc1c(Cl)cccc1Cl)C(=O)CNC(=O)C1CCCCC1	2	1.0	0	-0.2	0	1	2	24	0	-2	-11
O=C1CSC(c2cccnc2)N1Cc1ccc(Cl)cc1 (centres undefined)	2	-0.2	9	-1.1	-4	-4	3	2	-5	-1	-9
CCN(Cc1ccncc1)Cc1nc(Cc2ccccc2Cl)no1	14	1.4	-2	0.2	2	5	13	-3	-1	1	-1
CCN1C(=O)[C@H]2[C@@H](c3ccc(-c4cccc(Cl)c4)c(OC)c3)N[C@@](Cc3ccccc3)(C(=O)OC)[C@H]2C1=O	-4	-0.4	.	0.4	-15	-2	-10	-4	-2	8	-11
Cc1ccc(S(=O)(=O)NC(=O)C2CCCCC2)cc1	5	-1.0	2	1.2	4	-13	-3	-6	3	-2	0
O=C1CCCc2nc(N3CCN(Cc4ccccc4)CC3)ncc21	.	0.8	1	-0.8	-5	-5	-2	2	0	6	-5
CCC(=O)c1ccc(OCC(=O)Nc2cc(S(=O)(=O)N3CCCCC3)ccc2N2CCN(CC)CC2)cc1	-11	-0.8	2	-0.2	0	540	10	13	-5	-12	3
Cc1ccc(C(=O)N/C(=C\c2cn(S(=O)(=O)N(C)C)c3ccccc23)C(=O)NCCN2CCOCC2)cc1	-27	-1.0	0	1.0	-8	.	0	13	-1	-1	-6
COC(=O)c1ccc(COc2c(F)c(F)cc(F)c2F)o1	30	2.2	0	0.3	2	94	-5	-2	3	5	-10
CCC1S/C(=N/C(=O)NC2CCCCC2)NC1=O (centres undefined)	3	1.0	-8	2.3	-1	169	4	16	-6	9	0
O=Cc1cc2ccccc2nc1SCCCF	-4	-0.1	-2	1.0	-6	20	-7	-2	-2	2	-12
Cc1cc2cc(C)c(SCC(=O)NCc3ccco3)nc2cc1C	5	0.2	3	2.0	0	-12	-11	-4	-4	3	9
COC(=O)c1ccccc1OCC(=O)NC1CCCCC1	7	-1.7	-17	1.3	-21	-1	-11	0	-4	-1	-8
OCCCNc1ncnc2sc(-c3ccccc3)cc12	-9	1.8	5	-0.2	1	8	9	13	-4	3	-7
O=C(Nc1ccccc1)OCC1COC(c2ccccc2)(c2ccccc2)O1 (centres undefined)	3	1.2	15	2.3	-9	.	-7	3	-3	-2	-8
COC(=O)c1ccc(NC(=O)CCS(=O)(=O)c2ccc3c(c2)NC(=O)C(C)S3)cc1 (centres undefined)	9	0.4	-6	-1.3	-3	-4	-18	0	2	0	2
O=C(NC1CCCCC1)C(c1ccc(F)cc1)N(Cc1ccco1)C(=O)Cn1nnc2ccccc21 (centres undefined)	-22	0.5	2	-0.9	1	-8	-17	5	-5	0	-11
Cc1c(NC(=O)C(C)OC(=O)COc2ccccc2)c(=O)n(-c2ccccc2)n1C (centres undefined)	.	1.2	1	0.5	3	71	-1	-23	-3	3	-4
COc1cc2ccccc2cc1C(=O)Nc1ccc(NC(=O)c2cccs2)cc1	-1	-0.1	-6	0.2	9	-8	-4	-6	-2	-1	10
Cc1ccc(NC(=O)CCC(C(=O)O)N2C(=O)c3ccccc3C2=O)cc1 (centres undefined)	-2	-0.7	-3	1.9	8	.	-3	-11	2	-1	-13
Cc1ccccc1N1C(=O)CC2(CCCC2)CC1=O	.	1.8	-13	0.7	2	-17	-15	3	-1	1	-4
CCn1cc(CNC(=O)c2ccc3nc(Cc4ccc(OC)cc4)oc3c2)cn1	20	-4.3	6	3.8	-7	8	-11	0	-2	1	-2
Cc1cc(=O)oc2cc(OCC(=O)OCC(=O)Nc3ccccc3C(C)C)ccc12	-17	0.7	0	3.8	-7	12	0	4	-5	-1	-3
CCN(CC)S(=O)(=O)c1ccc(=O)n(CC(=O)N2Cc3ccccc3CC2C(N)=O)c1 (centres undefined)	11	1.4	0	0.8	-5	.	0	-7	-7	2	4
Cc1ccccc1-n1c(SCc2ccccn2)nc2n[nH]c(C)c2c1=N	21	1.7	4	-1.4	-14	-12	-2	20	0	0	3
COc1cccc(Oc2cncnc2-c2ccc(OC)cc2O)c1	13	1.1	6	2.0	-8	-1	-9	-2	1	-4	-16
Nc1cccnc1Sc1ccc([N+](=O)[O-])cn1	-15	-0.4	0	-0.4	-11	.	2	7	0	6	2
COc1cc(CN2CCCCC2)ccc1OCc1ccccc1	0	-2.6	1	-0.6	-5	6	-5	-1	1	-1	-4
NC(=O)c1nsc(C(=O)N(c2ccccc2)C(C(=O)NC2CCCC2)c2ccc3ncccc3c2)c1N (centres undefined)	-7	-0.9	-3	1.0	-5	4	-13	-9	-1	-3	-26
Cc1csc2nc(NC(=O)c3ccccc3)sc(=O)c12	-2	-0.2	3	1.0	11	-6	-12	0	-2	.	.
N#CCC(=O)N/N=C/c1ccc(Cl)cc1	0	0.9	-3	0.1	3	-2	-11	8	8	-2	0
COc1cccc(OC)c1C(=O)NCCc1ccccc1	-3	1.0	1	-1.5	-6	6	1	11	4	2	-3
Cn1c(=O)cc(N)n(-c2ccccc2)c1=O	5	0.0	7	1.1	-5	-2	-9	0	-5	14	1
CC1CCCN(C(=O)CCCC(=O)N2CCCC(C)C2)C1 (centres undefined)	12	2.9	-1	-0.5	-1	-4	-13	-1	-5	-2	0
COc1cnc(-c2ccccc2)nc1Oc1ccc(C(C)(C)C)cc1	8	2.8	0	-1.6	-2	14	-6	-2	-1	-1	10
O=C(c1cccc(Cl)c1)N1CCC(C(=O)N2CCN(Cc3ccccc3)CC2)CC1	-13	1.0	-1	0.3	1	11	-7	5	0	1	0
CCCCCCC(=O)Nc1nc(C)c(-c2csc(Nc3cccc(OC)c3)n2)s1	-25	0.9	.	-0.4	-3	-5	-7	-26	-2	-1	-5
Cc1ccc(NC(=O)c2cnn(-c3ccccc3)c2C)cc1	3	5.7	-3	-0.9	-9	-7	2	-6	0	2	-4
COc1ccccc1CNC(=O)c1cnc2ccccn2c1=O	-4	1.2	.	1.0	-6	-4	2	-2	5	-1	-2
Cc1ccc(N2C(=O)c3ccccc3NC2(C(=O)O)c2ccccc2)cc1Cl (centres undefined)	22	0.4	-3	-2.3	-5	-11	-18	4	-5	2	1
Cc1ccc(C(=O)Nc2ccc(S(=O)(=O)NC3=NCCCCC3)cc2)c(C)c1	-45	-2.0	0	0.6	-8	-14	-13	-4	4	-5	-16
Cc1csc(N(C(=O)c2cccc(S(=O)(=O)N(C)C)c2)c2ccccc2)n1	-14	2.6	2	-1.3	0	-15	4	6	0	-1	-2
COc1ccc(C(=O)NC2CCCc3c2cnn3-c2cc(F)cc(F)c2)c(OC)n1 (centres undefined)	-9	-3.2	-3	0.1	1	17	-10	-35	-5	-4	2
CCOC(=O)c1cc(C(C)(C)C)n(CCCN2CCOCC2)c1C	-1	-1.2	-2	0.2	1	-2	-6	2	0	-4	-2
COc1ccc(CN2CCCC(C(=O)c3cccc(OC(C)C)c3)C2)cc1Cn1cccn1 (centres undefined)	14	1.6	.	-0.4	-5	2	33*	-3	3	0	-8
